Screening results deposited in PubChem by several laboratories.
E coli growth: E. coli V3065 growth inhibition, primary screen, counter-screen for AddAB inhibitor project, absorbance, OD600; inhibition, % at 11.9 µM; 18 h; 330,000 compounds, 0.27% hits;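 active = inhibition above the campaign's mean inhibition across all tested compounds plus 3 SD, cut at about 9.9% in these data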;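 also: uninfected addAB+ strain grown without phage in ampicillin broth; 0% = DMSO wells and 100% = ciprofloxacin 0.95 µg/ml wells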
Arrestin-AP2 inh: inhibitors of beta-arrestin/AP2 binding, primary screen, biochemical, GPCR trafficking, flow cytometry. beta-arrestin 1 C-terminal peptide binding to AP2 beta2-adaptin appendage (human). FITC-arrestin peptide / GST-AP2 beads; AP2 beta2 appendage carries R879A mutation. inhibition, % at 10 µM. 340,000 compounds, 0.31% hits. AID 504490, 2011;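 active = inhibition above a set limit, near 3 SD of compounds lacking own fluorescence, cut at about 54% in these data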;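 also: plate controls were DMSO wells for no effect and 5 µM unlabelled arrestin peptide for full effect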
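test system = AP2 appendage R879A on GSH beads | buffer or medium = PBS plus Tween 20 (0.05%) and BSA (0.1%) | incubation = 12 min plus 1 h, RT | detection = bead flow cytometry, FITC channel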
MOR-DOR ag: agonists of OPRM1-OPRD1 heterodimerization, primary screen, cell-based, luminescence | Mu-type opioid receptor (Homo sapiens) + Delta-type opioid receptor (Homo sapiens), … | cells | activation, % at 9.3 µM | 340,000 compounds, 0.3% hits | AID 504326, 2011; in the data active = activation above about 18%;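 also: 0% = vehicle-treated cells and 100% = reference agonist; values of inactives mirror those of a sister screen read the other way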
Target sequence (P35372 whole entry, looked up): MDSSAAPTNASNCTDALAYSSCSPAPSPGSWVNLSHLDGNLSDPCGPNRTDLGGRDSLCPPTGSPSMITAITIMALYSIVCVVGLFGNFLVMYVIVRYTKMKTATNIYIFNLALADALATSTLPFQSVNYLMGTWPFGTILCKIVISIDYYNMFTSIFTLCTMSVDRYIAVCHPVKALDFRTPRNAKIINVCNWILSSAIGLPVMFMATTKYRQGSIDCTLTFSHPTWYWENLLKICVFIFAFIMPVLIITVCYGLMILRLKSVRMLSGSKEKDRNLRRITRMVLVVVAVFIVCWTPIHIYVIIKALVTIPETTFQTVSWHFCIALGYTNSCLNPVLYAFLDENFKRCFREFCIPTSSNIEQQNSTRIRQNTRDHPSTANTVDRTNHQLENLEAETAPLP
Target sequence (P41143 whole entry, looked up): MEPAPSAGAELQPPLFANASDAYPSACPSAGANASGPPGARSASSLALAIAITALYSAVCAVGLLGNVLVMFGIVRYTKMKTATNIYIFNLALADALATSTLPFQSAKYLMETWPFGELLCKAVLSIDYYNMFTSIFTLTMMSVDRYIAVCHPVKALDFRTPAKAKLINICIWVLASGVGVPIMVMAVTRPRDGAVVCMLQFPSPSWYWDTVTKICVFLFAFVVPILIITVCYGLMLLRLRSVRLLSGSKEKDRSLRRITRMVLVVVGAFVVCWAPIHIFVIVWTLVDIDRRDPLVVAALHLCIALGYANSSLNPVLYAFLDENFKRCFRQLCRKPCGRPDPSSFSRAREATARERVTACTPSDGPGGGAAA
Tat export inh: E. coli Tat export inhibitors, primary screen, MC4100, TorA-mCherry reporter, fluorescence, single point | inhibition, % at 10 µM | 340,000 compounds, 0.036% hits;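 active = mean replicate inhibition at least 50% and at least half of replicates individually reaching 50%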;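 also: exported cargo escapes ClpAP degradation while cytoplasmic cargo is degraded and loses fluorescence; 0% = median of neutral control wells and 100% = median of NaSCN control wells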
SUMO Mot1 rescue: yeast Mot1-301 growth rescue at high temperature, primary screen, SUMOylation pathway inhibitor project, S. cerevisiae, ATP luminescence, 38.5C. 320,000 compounds, 1% hits. S. cerevisiae Mot1-301 growth rescue; percent above DMSO median, 100 means doubled. growth rescue, % at 18.8 µM. AID 2716, 2010;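 active = every valid replicate shows activation above 250% relative to neutral control wells; inactive = the rest, any valid replicate at or below 250%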;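 also: OY570 slx delta 5 strain wells were the positive control but not used for scaling; some compounds called inactive have numbers as strong as hits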
PKA-R1A act: activators of PKA-R1A holoenzyme, primary screen, biochemical, fluorescence polarization, Cy5-IP20, bovine R1A, mouse PKAc | 340,000 compounds, 0.083% hits | PKA-R1A dissociation; scaled: DMSO 0%, 113 µM cGMP 100% | activation, % at 11.4 µM | cAMP-dependent protein kinase type I-alpha regulatory subunit (Bos taurus) + … | AID 504707, 2011;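 active = percent activation above the mean of all tested compounds plus 3 SD, cut at about 19% in these data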;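 also: higher means more PKAc released from R1A so a rise in polarization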
AddAB inh: growth inhibition of E. coli expressing H. pylori AddAB, primary screen, AddAB inhibitor project, absorbance. AID 435030, 2010. 330,000 compounds, 0.29% hits. inhibition, % at 11.9 µM; in the data active = inhibition above about 12%;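 also: 0% = vehicle wells of infected cells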
Pemphigus Ab inh: inhibitors of pemphigus antibody binding to DSG3, primary screen, biochemical, bead-based, flow cytometry, scFv-GFP; Desmoglein-3 (Homo sapiens), P32926; DSG3-coupled beads, scFv-anti-DSG3-GFP binding; stronger effect = lower value; binding (percent of control), % at 10 µM; 310,000 compounds, 0.48% hits; AID 588358, 2011;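 active = binding more than 3 SD below its plate's average and above zero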; also: some compounds called inactive have numbers as strong as hits
PfHsp90 yeast 2: growth inhibition of PfHsp90-expressing yeast, primary screen, antimalarial PfHsp90 inhibitor project, S. cerevisiae, BacTiter-Glo luminescence, single point, set 2; 310,000 compounds, 0.32% hits; inhibition, % at 9.4 µM; BacTiter-Glo ATP, 48 h; yeast lacking PDR1 and PDR3 efflux regulators; AID 504621, 2011;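 active = every replicate shows inhibition above about 80%, whatever the replicate mean, limit read from the data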;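 also: 0% = DMSO neutral controls and 100% = 20 µM radicicol positive controls; yeast relying on Plasmodium falciparum Hsp90 in place of its own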
OPRM1-OPRD1 inv: inverse agonists of MOR-DOR heterodimerization, primary screen, cell-based, luminescence. Mu-type opioid receptor (Homo sapiens) + Delta-type opioid receptor (Homo sapiens), …. inhibition, % at 9.3 µM. cell-based MOR-DOR heterodimer luminescence, inverse agonism. 340,000 compounds, 0.21% hits; in the data active = inhibition above about 22%, passing the limit was not always enough;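 also: 0% = cells with DMSO and 100% = wells without cells with DMSO; values of inactives mirror those of a sister screen read the other way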
phage Ecoli inh: growth loss of phage-infected E. coli, primary screen, RecBCD inhibitor project, absorbance, with phage, HTS | inhibition, % at 11.9 µM | 360,000 compounds, 0.26% hits; in the data active = inhibition above about 11%
Starred values were filed as active, the others as inactive; / = no result given.

SMILES	E coli growth	Arrestin-AP2 inh	MOR-DOR ag	Tat export inh	SUMO Mot1 rescue	PKA-R1A act	AddAB inh	Pemphigus Ab inh	PfHsp90 yeast 2	OPRM1-OPRD1 inv	phage Ecoli inh
CC(=O)Nc1ccc(S(=O)(=O)Nc2ccccc2C(=O)N2CCCCC2)cc1	0.5	-7	-3.5	7	-1	10	2.7	103	33	18	0.6
Cc1ccccc1C(=O)NC(=S)NCCc1ccccc1	-1.2	3	3.8	-8	-1	-14	4.5	106	-39	-19	5.1
COc1ccc2nc(NCc3cccnc3)sc2c1	0.7	-6	-1.6	-6	-22	8	3.9	106	10	9	0.7
CCC(=O)Nc1ccc2c(c1)nc(CCN1CCN(c3ccccc3)CC1)n2C	1.4	7	-1.1	4	-17	-7	4.3	109	11	6	0.5
COc1cc(OC)c(C2=Nc3ccc(Br)cc3C(c3ccccc3)N2CC(=O)NN)cc1OC (centres undefined)	-2.7	-9	-0.8	-3	-25	-6	-0.1	103	8	4	2.7
O=C1COc2ccc(C(=O)COC(=O)c3ccc(S(=O)(=O)C(F)F)cc3)cc2N1	1.9	-16	-2.2	-2	58	-7	2.2	124	12	12	1.3
Oc1ccc2ccccc2c1CN1CCN(c2ccccc2F)CC1	/	-4	2.1	-3	/	3	/	97	1	-12	1.4
O=C(NCC1CCCO1)c1ccc2c(c1)C(=O)N(C1CCCCC1)C2=O (centres undefined)	0.8	10	-0.1	-5	-13	3	-1.2	89	-3	1	2.5
CCc1ccc(/C=C2/SC(=S)N(CCC(=O)NCCCN3CCOCC3)C2=O)cc1	-2.7	-9	-1.6	4	-4	-5	0.4	121	5	9	-1.2
O=c1cc2c(nn1Cc1ccc(Cl)cc1)-c1ccccc1CC2	-1.2	24	0.5	8	-19	0	2.6	100	-19	-3	1.6
O=C(CCNS(=O)(=O)c1cccs1)NCc1ccccc1	-0.7	15	2.1	-12	28	-9	3.1	100	-11	-12	4.0
O=C(CN(C(=O)CNC(=O)c1cccs1)c1ccc(F)cc1)NC1CCCC1	0.1	-10	-4.5	-4	-11	-1	2.9	101	-7	24	4.2
CCOC(=O)[C@H]1[C@H]2COc3ccc(OC)cc3[C@@H]2N2C(=O)CN(C)C(=O)[C@@]12C	0.4	7	-1.8	3	15	-14	1.9	104	-21	11	-0.6
COCCNc1nc(=S)[nH]c2cc(OC)c(OC)cc12	0.3	3	1.9	16	0	4	0.3	105	-14	-10	2.0
COc1cccc2sc(N(CCCN(C)C)C(=O)COc3ccc(Cl)cc3)nc12	-1.0	-8	2.9	13	286	-16	2.0	107	1	-15	1.2
CN(C)c1ccc(N/C=C/C(=O)C(C)(C)C)cc1	-3.7	20	4.0	-3	-17	-144	2.1	104	26	-24	-0.9
CC(Sc1nnc2ccccn12)C(=O)Nc1ccc(N2CCOCC2)cc1 (centres undefined)	-1.4	26	-1.5	-3	-16	-1	-1.3	96	/	8	1.0
COc1ccc2[nH]c(=O)c(CN(C(C)=O)c3ccc(C)c(C)c3)cc2c1	0.7	5	-2.2	4	-6	6	1.2	102	13	10	0.9
O=C(c1cnn2c(C(F)(F)F)cc(-c3ccco3)nc12)N1CCCc2ccccc21	0.0	3	-0.6	-4	908*	-8	1.6	104	-12	3	-1.7
Cc1ccc2cc(C#N)c(SCc3nnc(-c4ccccc4[N+](=O)[O-])o3)nc2c1	0.0	44	-1.3	-10	3	3	3.5	104	1	7	2.0
CC(C)(C)c1ccc(OCCOc2ccc(C(C)(C)C)cc2NC=O)c(NC=O)c1	-0.3	5	5.0	16	1	-2	2.5	107	-18	-23	-0.6
CCc1ccc2ncc(S(=O)(=O)c3ccc(C)c(C)c3)c(N3CCCC3)c2c1	-1.0	9	8.0	25	36	-3	0.5	105	17	-36	-1.0
CCCCOC(=O)C1=C(C)Nc2ncnn2C1c1cc(OC)c(OC)cc1OC (centres undefined)	-0.7	6	-2.6	8	13	1	0.5	100	/	12	-0.2
COc1ccccc1OCCCC(=O)Nc1ccc([N+](=O)[O-])cc1Br	0.7	6	-2.1	-1	8	-6	1.6	109	5	11	2.2
COc1cc(O)cc2c1[C@@H]1Oc3c(ccc(O)c3CC=C(C)C)[C@@H]1CO2	1.7	15	4.3	-6	-9	-7	3.5	102	/	-24	2.8
c1ccc(-n2nc3ccccc3n2)cc1	-0.6	22	0.0	6	-7	-7	-0.9	104	-7	0	0.8
O=C1CC(N2CCN(c3ccccc3Cl)CC2)C(=O)N1c1ccccc1 (centres undefined)	-1.8	3	-2.6	17	-6	3	2.6	99	2	14	2.5
Cc1cccc(N(CC(=O)NC2CC3CCC2C3)S(=O)(=O)c2ccccc2)c1 (centres undefined)	-1.7	7	-3.5	4	6	-1	1.0	114	13	20	-0.6
O=C(NCc1ccon1)C1CCC(=O)N(CCc2cccc(F)c2)C1 (centres undefined)	/	-2	-1.9	-7	/	-11	/	96	-1	10	3.4
CN(C)CCNc1c(N)c(=O)oc2ccccc12	-0.5	3	0.0	-10	19	4	0.4	98	7	0	5.3

Rewritten with two lines to a compound: part of the list above
Values in the order – E coli growth, Arrestin-AP2 inh, MOR-DOR ag, Tat export inh, SUMO Mot1 rescue, PKA-R1A act, AddAB inh, Pemphigus Ab inh, PfHsp90 yeast 2, OPRM1-OPRD1 inv, phage Ecoli inh
CCc1ccc2ncc(S(=O)(=O)c3ccc(C)c(C)c3)c(N3CCCC3)c2c1
  -1.0, 9, 8.0, 25, 36, -3, 0.5, 105, 17, -36, -1.0
CCCCOC(=O)C1=C(C)Nc2ncnn2C1c1cc(OC)c(OC)cc1OC (centres undefined)
  -0.7, 6, -2.6, 8, 13, 1, 0.5, 100, /, 12, -0.2
COc1ccccc1OCCCC(=O)Nc1ccc([N+](=O)[O-])cc1Br
  0.7, 6, -2.1, -1, 8, -6, 1.6, 109, 5, 11, 2.2
COc1cc(O)cc2c1[C@@H]1Oc3c(ccc(O)c3CC=C(C)C)[C@@H]1CO2
  1.7, 15, 4.3, -6, -9, -7, 3.5, 102, /, -24, 2.8
c1ccc(-n2nc3ccccc3n2)cc1
  -0.6, 22, 0.0, 6, -7, -7, -0.9, 104, -7, 0, 0.8
O=C1CC(N2CCN(c3ccccc3Cl)CC2)C(=O)N1c1ccccc1 (centres undefined)
  -1.8, 3, -2.6, 17, -6, 3, 2.6, 99, 2, 14, 2.5
Cc1cccc(N(CC(=O)NC2CC3CCC2C3)S(=O)(=O)c2ccccc2)c1 (centres undefined)
  -1.7, 7, -3.5, 4, 6, -1, 1.0, 114, 13, 20, -0.6
O=C(NCc1ccon1)C1CCC(=O)N(CCc2cccc(F)c2)C1 (centres undefined)
  /, -2, -1.9, -7, /, -11, /, 96, -1, 10, 3.4
CN(C)CCNc1c(N)c(=O)oc2ccccc12
  -0.5, 3, 0.0, -10, 19, 4, 0.4, 98, 7, 0, 5.3

Continued.
SMILES	E coli growth	Arrestin-AP2 inh	MOR-DOR ag	Tat export inh	SUMO Mot1 rescue	PKA-R1A act	AddAB inh	Pemphigus Ab inh	PfHsp90 yeast 2	OPRM1-OPRD1 inv	phage Ecoli inh
Cc1nc2ccccc2n1-c1nc(-c2ccco2)cc(C(F)(F)F)n1	0.0	5	-4.6	-1	2	-3	2.4	104	-5	24	0.5
Cc1ccc(S(=O)(=O)CC(=O)c2ccccc2[N+](=O)[O-])cc1	-2.6	5	-1.9	0	11	-12	1.2	109	1	10	4.1
Cc1ccc(S(=O)(=O)N(C)C)cc1NC(=O)COC(=O)COc1ccc2c(c1)CCC2	-0.7	-2	-0.7	19	25	5	1.2	107	/	4	1.8
CN1CCN(S(=O)(=O)Cc2ccc(Cl)cc2)CC1	-0.1	-5	-2.3	14	6	-4	1.0	124	4	12	4.1
COC(=O)c1ccc(CSc2nnc(CS(=O)Cc3ccc(Br)cc3)n2-c2ccccc2)cc1 (centres undefined)	2.1	8	4.4	-1	127	-4	3.2	102	-7	-25	4.1
CSc1nc(-c2ccc(N(C)C)cc2)c(C#N)c(=O)n1C	0.3	6	-0.9	-8	-10	-6	1.6	95	-4	5	1.8
CC(=O)N(C)c1ccc(NC(=O)/C=C/c2ccccc2Cl)cc1	-0.6	21	-0.4	-5	2	5	1.6	109	11	2	2.1
Cc1cccc(N2C(=O)C(O)=C(C(=O)c3cccs3)C2c2ccc(C(C)C)cc2)n1 (centres undefined)	3.0	4	-1.9	-7	20	-12	1.5	110	-18	9	2.7
O=C(NCCc1ccccc1)[C@@H]1CC=C[C@@H]2CCN(Cc3ccccc3)C(=O)[C@@H]21	-1.4	-4	-0.5	-21	-3	-6	2.6	102	-5	3	2.6
COc1ccc(-c2nnc(SCC(=O)Oc3ccc(C)cc3)o2)cc1	-1.3	-4	-0.6	-6	-43	0	0.9	97	105*	3	1.9
O=c1cc(N2CCc3ccccc32)[nH]c(=O)n1-c1ccc(Cl)cc1	1.4	-62	-3.2	-2	17	13	-0.3	97	2	16	3.7
CS(=O)(=O)N1CCc2cc(C(=O)OCC(=O)c3ccccc3)ccc21	0.2	3	-0.3	-4	-10	1	-1.6	106	3	2	1.3
Cc1nc(SCC(=O)N2CCCCCC2)c2c(=O)n(C)c(=O)n(CC(C)C)c2n1	/	9	8.2	11	/	3	/	94	18	-42	0.3
COc1ccc2[nH]c(=O)c(CN(Cc3nnnn3Cc3ccccc3)CC3CCCO3)cc2c1 (centres undefined)	-0.4	8	-0.4	2	41	-13	3.8	82	10	2	-0.3
CC1=NN(C(=O)c2ccccc2)C(O)(c2ccc(Br)cc2)C1 (centres undefined)	1.8	14	1.1	-2	3	4	2.7	/	-5	-6	2.9
COc1ccc(CNC(=O)CS(=O)Cc2nc(-c3ccc(OC)c(OC)c3)oc2C)cc1 (centres undefined)	-0.2	40	-0.7	-4	-7	3	0.3	97	5	4	2.1
CC(C)[C@H](Nc1ccc(S(=O)(=O)N2CCOCC2)cc1[N+](=O)[O-])C(=O)OCC(=O)N(C(C)C)C(C)C	0.4	10	2.5	2	6	1	1.6	102	15	-14	4.7
Cc1cccc(NC(=O)C2CCN(C(=O)NC3CCCCC3)CC2)c1	-0.6	34	-0.7	0	2	6	4.7	97	13	4	0.8
Cc1cccc(OCC(=O)Nc2cccc3nsnc23)c1	-1.1	-8	2.8	4	6	-11	5.8	96	/	-17	0.6
